LDHA inh – qHTS assay for inhibitors of human lactate dehydrogenase | activity change, % (values are at about 110 or 230 µM) | purified LDHA, NADH/diaphorase-resazurin fluorescence; hits give low values | 480,000 tested, 0.15% active; in the data active = activity change below about -30%; inconclusive = mostly about -25% to -30%;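 also: plate controls were DMSO wells for no effect and wells without enzyme for full effect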
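LDH5 2 nM; NADH 0.06 mM, pyruvate 0.2 mM; 200 mM Tris pH 7.4, EDTA, Tween-20; 5 min RT. Detection: diaphorase 0.133 mg/mL + resazurin 37 µM, fluorescence ex540/em590 at 0 and 20 min; normalized to enzyme-free and DMSO wells.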
Vif-APOBEC3F blk – qHTS for Inhibitors of Vif-A3F Interactions: qHTS | Potency, µM (highest dose often 46.1 µM), inactives show top-dose activity, negative = active | 390,000 tested, 0.2% active | HeLa A3F-eYFP + Vif (tagged APOBEC3F with the HIV-1 protein that degrades it), YFP fluorescence increase; also: potency is read from the fitted curve at half-maximal effect; % of control where 0% means no effect; nearly all actives have a fitted effect of over 65% in size
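HeLa cells stably expressing Vif plus C-terminally eYFP-tagged A3F were seeded, incubated overnight at 37 deg C, dosed with compound, incubated overnight again at 37 deg C. Yellow fluorescence (Ex 488/Em 500-530) reported blocked Vif-mediated A3F-eYFP degradation.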
Glioma ERSR ind – qHTS for Inducers of the Endoplasmic Reticulum Stress Response (ERSR) in Human Glioma: qHTS; U87-MG GRP78 promoter luciferase reporter, 16 h; Potency, µM, without a hit: top-dose activation, hits mostly activators; 420,000 tested, 0.02% active; AID 602332, 2012; also: potency is read from the fitted curve at half-maximal effect; series mostly up to about 76 µM; % of control where 0% means no effect; nearly all actives have a fitted effect of over 35% in size
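ERSR induction read as luciferase luminescence (Bright-Glo, 10 min at room temperature) in stably transfected human U87-MG glioma cells exposed to compounds for 16 h, using GRP78 as sensor.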
Vif-A3G inh – qHTS for Inhibitors of Vif-A3G Interactions: qHTS; DNA dC->dU-editing enzyme APOBEC-3G (Homo sapiens), Q9HC16; HeLa A3G-eYFP + Vif (tagged APOBEC3G with the HIV-1 protein that degrades it), YFP fluorescence, overnight; Potency, µM (top dose mostly 46.1 µM), for inactives: at the top dose activity, negative = active, most hits filed as inhibitors; 410,000 tested, 0.076% active; AID 602310, 2012;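 also: potency is read from the fitted curve at half-maximal effect; % is scaled to controls: 0 for no effect and ±100 for the full control effect; nearly all actives have a fitted effect of over 60% in size; hits raise eYFP signal because A3G escapes Vif-driven loss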
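HeLa cells stably expressing Vif and C-terminally eYFP-tagged A3G, seeded overnight at 37 deg C, then exposed to compound by pintool overnight at 37 deg C. Rise in yellow fluorescence (Ex 488/Em 500-530, Acumen) marks blocked Vif-driven A3G degradation.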
RXFP1 agonist – qHTS Assay for Agonists of the Relaxin Receptor RXFP1; 370,000 tested, 0.3% active; Potency, µM (series often up to 57.5 µM), for the others: at the highest dose activation, hits mostly activators; HEK293T-RXFP1 cAMP TR-FRET, 30 min; response scale: percent of porcine relaxin response, buffer zero; Relaxin receptor 1 (Homo sapiens), Q9HBX9; also: potency is read from the fitted curve at half-maximal effect; % is scaled to controls: 0 for no effect and ±100 for the full control effect; nearly all actives have a fitted effect of over 60% in size; many of its hits are not listed in these tables
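HEK293T cells stably expressing RXFP1 were pretreated with the PDE4 inhibitor Ro 20174, exposed to compounds for 30 min at 37C, lysed, and cAMP was read by TR-FRET. Data normalized to buffer (basal) and 29 nM porcine relaxin (100%).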
PI4K2A inh – qHTS for small molecular inhibitors of PI4K2A; Phosphatidylinositol 4-kinase type 2-alpha (Homo sapiens), Q9BTU6; purified PI4K2A, ADP-Glo luminescence, 1 h; hits give low values; activity change, negative = inhibition, % at 76.9 µM; 420,000 tested, 0.13% active; AID 1346378, 2018; in the data active = activity change below about -50%; inconclusive = mostly about -30% to -49%;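 also: -100% = wells without enzyme as full effect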
Target sequence (Q9BTU6 whole entry, looked up): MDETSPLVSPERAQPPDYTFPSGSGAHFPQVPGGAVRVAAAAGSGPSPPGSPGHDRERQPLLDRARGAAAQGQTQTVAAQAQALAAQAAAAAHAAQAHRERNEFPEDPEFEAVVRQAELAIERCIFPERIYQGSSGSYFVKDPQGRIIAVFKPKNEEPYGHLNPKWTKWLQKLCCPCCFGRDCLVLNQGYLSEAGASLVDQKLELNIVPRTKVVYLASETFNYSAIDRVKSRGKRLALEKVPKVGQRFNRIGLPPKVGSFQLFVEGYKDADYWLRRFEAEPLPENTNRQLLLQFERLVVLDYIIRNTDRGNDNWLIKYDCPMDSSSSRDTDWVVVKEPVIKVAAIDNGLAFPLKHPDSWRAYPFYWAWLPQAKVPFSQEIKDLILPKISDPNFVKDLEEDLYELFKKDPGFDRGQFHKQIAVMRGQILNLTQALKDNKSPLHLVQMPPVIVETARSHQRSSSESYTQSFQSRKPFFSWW
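In this quantitative HTS, ADP production by PI4K2A was quantified luminescently after 1 h at ambient temperature; 100 microM adenosine served as plate-quality control.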
USP1-UAF1 inh – Inhibitors of USP1/UAF1: Primary Screen; Ubiquitin carboxyl-terminal hydrolase 1 (Homo sapiens), O94782; recombinant USP1/UAF1, Ub-Rhodamine cleavage fluorescence; Potency, µM (titrated, usually from 57.1 µM), for the others: at the top dose activity change, negative = inhibition, usual class: inhibitors; 390,000 tested, 0.23% active; AID 743255, 2014; also: potency is read from the fitted curve at half-maximal effect; % is scaled to controls: 0 for no effect and ±100 for the full control effect; nearly all actives have a fitted effect of over 60% in size; inactives centre near -12
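USP1/UAF1 complex at 1 nM was preincubated with compound for 15 min at room temperature, then Ub-Rho substrate (150nM final) was added. Fluorescence (480/540 nm) was read kinetically, 6 reads every 60 seconds.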
mIDH1 inhibitor – qHTS for Inhibitors of mutant isocitrate dehydrogenase 1 (IDH1): qHTS; 390,000 tested, 0.093% active; IDH1-R132H enzyme, NADPH consumption, diaphorase/resazurin fluorescence; Potency, µM (top dose mostly 76.6 µM), without a hit: at the highest dose activity change, negative = inhibition, most hits filed as inhibitors; also: potency is read from the fitted curve at half-maximal effect; % is scaled to controls: 0 for no effect and ±100 for the full control effect; nearly all actives have a fitted effect of over 65% in size
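IDH1-R132H (0.5 ug/mL dispensed) in pH 7.5 Tris buffer was preincubated 30 min with compound, then given a substrate mix of 0.016 mM NADPH and 2 mM alpha-KG for 80 min at room temperature; remaining NADPH was read by diaphorase/resazurin fluorescence.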
TrxR1 substrate – qHTS Assay for Substrates of Mammalian Selenoprotein Thioredoxin Reductase 1 (TrxR1): qHTS. Thioredoxin reductase 1, cytoplasmic (Rattus norvegicus), O89049. Potency, µM (doses to about 114 µM), without a hit: at the top dose activity change, negative = substrate turnover. purified TrxR1 substrate turnover, NADPH consumption readout. 390,000 tested, 0.01% active; also: potency is read from the fitted curve at half-maximal effect; % is scaled to controls: 0 for no effect and ±100 for the full control effect; nearly all actives have a fitted effect of over 50% in size
Target sequence (O89049 whole entry, looked up): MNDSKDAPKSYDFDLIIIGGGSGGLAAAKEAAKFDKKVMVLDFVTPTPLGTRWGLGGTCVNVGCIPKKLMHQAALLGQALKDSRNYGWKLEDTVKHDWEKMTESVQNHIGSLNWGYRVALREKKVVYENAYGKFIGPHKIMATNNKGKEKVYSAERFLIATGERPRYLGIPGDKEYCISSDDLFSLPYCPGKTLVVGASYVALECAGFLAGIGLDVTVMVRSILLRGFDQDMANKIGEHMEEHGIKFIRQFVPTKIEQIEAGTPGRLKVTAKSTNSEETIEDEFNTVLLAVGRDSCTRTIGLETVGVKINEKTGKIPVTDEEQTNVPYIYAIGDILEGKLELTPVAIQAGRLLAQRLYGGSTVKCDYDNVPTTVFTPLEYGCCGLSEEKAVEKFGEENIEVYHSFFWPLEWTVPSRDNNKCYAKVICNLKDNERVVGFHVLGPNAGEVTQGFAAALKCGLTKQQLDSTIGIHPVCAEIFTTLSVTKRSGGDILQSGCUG
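Rat TrxR1, dispensed at 90 nM, was prereduced with 400 uM NADPH (final) for 5 min at ~22 deg C, then incubated with compound 15 min before 400 uM selenite. A first-read NADPH fluorescence drop versus no-compound background flagged substrates.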
Numbers without * were called inactive; ? = inconclusive; . = no result given; & = joins results of further samples; [ ] = dose if it differs, or a comment. Unless noted, calls follow the shape of the dose curve; as a rule, active = well fitted curve in the direction sought with a large enough effect; inconclusive = small, poorly fitted or top-dose-only effect, or another doubt; inactive = no such curve, though single readings can be large; an effect the other way counts as inactive or inconclusive. The list is partial, so the mix of outcomes need not match the whole.

no.	Compound	TrxR1 substrate	Vif-APOBEC3F blk	Vif-A3G inh	USP1-UAF1 inh	mIDH1 inhibitor	LDHA inh	RXFP1 agonist	Glioma ERSR ind	PI4K2A inh
1	Oc1ccc(Cl)cc1CN1CCN(Cc2ccccc2)CC1	11%	-2%	-2%	-15%	5%	4	0.7%	-8%	-8
2	NC(N)=S	6%	-8%	-1%	-26%	31%[activator]	-8	.	1%	3
3	CCOc1ccc(CN2CCN(C(=O)Cc3ccccc3)CC2)cc1	-4%	1%	0%	-23%	-1%	-15	-0.3%	-6%	11
4	O=C(CN1CCCCC1)c1ccc2c(c1)OCO2	6%	-1%	2%	-11%	0%	-1	1.4%	-2%	5
5	CC(C)(C)c1ccc(OC(=O)N2CCCCC2)cc1	9%[57.1 µM]	-16%	0%	-17%	9%	1	-0.1%	10%	-4
6	CC(=O)CCC(C)=O	8%	-2%	2%	-24%	30%	-13	1.6%	-4%	1
7	O=C1C(=O)c2cccc3cccc1c23	9%	5%	-2%	-14%	2%	22	1.7%	-2%	9
8	CN1C(=O)NC(=O)/C(=C/c2ccc([N+](=O)[O-])s2)C1=O	-5%	-18%	-3%	25µM*	2%	5	4.0%	-7%	-24
9	Cc1cc(OCC(=O)OC(C)C)c2c3c(c(=O)oc2c1)CCCC3	23%	1%	-9%	-21%	0%	-7	6.6%	0%	1
10	CCC(C)(C)n1nnnc1C(c1cccs1)N1CC=C(c2ccc(F)cc2)CC1 (configuration not stated)	5%	-5%	-2%	-17%	2%	-6	3.5%	0%	-4
11	C=CCn1c(O)c(C(CC)=NCCCO)c(=O)[nH]c1=O	-7%	4%	-1%	-22%	8%	-2	-0.1%	-4%	-5
12	CN(C)CC(C(=O)Cc1ccccc1)c1ccccc1 (configuration not stated)	16%[57.1 µM]	1%	-34%	-16%	1%	-1	.	-15%	20
13	Cc1ccc(F)cc1NC(=O)c1ccc(Cn2nc(N3CCN(c4ccccc4)CC3)ccc2=O)o1	2%[57.1 µM]	3%	-10%	?	-9%	-4	-2.8%	-5%	-6
14	CCn1ccnc1CN1CCCC(C(=O)c2cccc(C(F)(F)F)c2)C1 (configuration not stated)	-2%	?	-5%	-3%	-1%	-2	0.8%	-5%	8
15	CCCCn1c(=O)c(C(=O)Nc2ccccc2Cl)c(O)c2ccccc21	-3%	-15%	1%	2%	-7%	-4	2.1%	5%	-3
16	COC(=O)C1=C(c2ccc(OC(F)(F)F)cc2)C[C@@H]2CC[C@H]1N2C(=O)NC1CC1	-2%	-4%	6%	7%	4%	1	-0.3%	-6%	-1
17	Cc1ccc2[nH]c(C)c(CCNCc3cccnc3)c2c1	-1%	3%	1%	-1%	4%	3	-6.2%	-6%	-1
18	NCCCCCC(=O)OC1N=C(c2ccccc2Cl)c2cc(Br)ccc2NC1=O (configuration not stated)	-8%	3%	3%	1%	6%	-3	-1.5%	-2%	-1
19	COc1ccc2c(c1)C(NC(C)=O)CCc1cc(OC)c(OC)c(OC)c1-2 (configuration not stated)	0%[11.4 µM]	-22%	-53%	-3%	1%	-14	.	-1%	1
20	COc1ccc(CC(C)NC2CCCCCC2)cc1 (configuration not stated)	0%	-4%	2%	-7%	-3%	-1	3.9%	-4%	3
21	CN1C(=O)C(=Cc2ccccc2Oc2ccc(Cl)c(F)c2)C(=O)N(C)C1=O	-6%	-7%	-19%	?	-9%	-13	-0.3%	4%	-15
22	O=C1OCCC1C(=O)c1ccccc1 (configuration not stated)	.	-1%	2%	-18%	4%	-6	.	-4%	4
23	Cn1c(O)c(C(=NCCc2c[nH]c3ccccc23)c2ccccc2)c(=O)n(C)c1=O	-5%	8%	3%	-25%	-12%	-16	0.8%	1%	11
24	COc1ccc(C(=O)C2CCCN(C3CSCCSC3)C2)c(OC)c1 (configuration not stated)	0%	0%	-4%	-7%	0%	-9	1.5%	-4%	-1
25	Oc1ccccc1Cl	6%	-1%	-1%	-10%	-2%	-4	.	-2%	-1
26	C[C@H]1C(=O)O[C@@H]2CCN3CC=C(COC(=O)[C@](C)(O)[C@]1(C)O)[C@H]23	12%	-5%	1%	-10%	13%	0	0.0%	-2%&-3%	3&0
27	COc1ccc(C2(c3cccc(O)c3OC)CCN(C(C)=O)CC2)cc1O	9%[57.1 µM]	-6%	0%	.	.	-4	.	-2%	2
28	CN=C(SCc1ccccc1)c1c(O)n(C)c(=O)n(C)c1=O	-3%[57.1 µM]	-4%	0%	0%	2%	3	0.4%	-3%	-5
29	CCn1c(O)c(C=NCCN2CCOCC2)c(=O)n(CC)c1=S	-10%	-8%	-13%	-4%	6%	-1	0.0%	-3%	4
30	O=C(O)Cn1cc(/C=C2\C(=O)NC(=O)N(Cc3ccco3)C2=O)c2ccccc21	-22%	-13%	2%	-12%	8%	3	1.8%	-4%	?

no.	Compound	TrxR1 substrate	Vif-APOBEC3F blk	Vif-A3G inh	USP1-UAF1 inh	mIDH1 inhibitor	LDHA inh	RXFP1 agonist	Glioma ERSR ind	PI4K2A inh
31	Cc1ccc(/C=C2\C(=O)NC(=O)N(CCc3ccc(F)cc3)C2=O)s1	8%	-14%	2%	3%	2%	-4	0.3%	0%	-15
32	CCCC(C)n1[nH]c(=O)c2c1NC(=O)CSC2c1ccc(OC)c(OC)c1 (configuration not stated)	31%	0%	-7%	3%	1%	-2	2.3%	-2%	4
33	CN1CCCC(C(=O)c2ccc(-c3ccccc3)cc2)C1 (configuration not stated)	-4%	-12%	3%	-15%	12%	-1	-1.3%	-3%	-1
34	O=[N+]([O-])c1ccc(N2CCNCC2)cc1NCc1ccco1	-6%	1%	-5%	-8%	1%	3	1.2%	-3%	5
35	Cc1cccc2c1N(N=O)CCC2	-8%	-2%	0%	-5%	1%	-6	0.5%	-1%	-1
36	O=C(Cc1ccccc1)NC(Oc1ccccc1Cl)C(Cl)(Cl)Cl (configuration not stated)	10%[57.1 µM]	-1%	-11%	-13%	-2%	-3	4.0%	-4%	-5
37	COc1ccc(-c2c3c(=O)n(C)c(=O)n(C)c3c3n2-c2ccccc2NC3c2ccccc2OC)cc1 (configuration not stated)	-5%	2%	-3%	0%	45µM*	1	7.0%	-1%	0
38	O=C(Cc1ccccc1)OCC(=O)c1ccc(F)cc1	-11%	-8%	1%	-11%	0%	-7	.	2%	0
39	Brc1cccc(CNCCc2ccc3c(c2)OCO3)c1	-9%	1%	4%	-5%	3%	-15	-0.7%	2%	3
40	O=C(C1CCC(=O)N1C1CCCC1)N1CCC2(CC1)OCCO2 (configuration not stated)	5%	8%	-1%	-12%	-2%	-2	0.7%	-4%	1
41	C[C@@H]1C(=O)O[C@@H]2[C@H](O)C34[C@@H]5OC(=O)C3(O[C@H]3OC(=O)[C@H](O)C34[C@H](C(C)(C)C)[C@H]5O)[C@@]12O (some centres not stated)	-1%	-6%	1%	-11%	4%	-10	0.8%	-4%	3
42	C#C[C@]1(O)CC[C@H]2[C@@H]3CCC4=CC(=O)CC[C@]4(C)[C@H]3CC[C@@]21C	6%	1%	1%	-17%	2%	-4&8	1.3%	-1%	1&3
43	c1ccc2c(c1)CN(Cc1ccc3c(c1)OCO3)Cc1cnnn1-2	.	-1%	3%	-2%	0%	-5	.	-6%	-4
44	CN1C(=O)C(=Cc2ccccc2OCc2ccc(C(=O)O)cc2)C(=O)N(C)C1=O	-1%[57.1 µM]	-11%	-11%	-23%	12%	-35*	0.1%	-2%	-6
45	O=C1NC(=O)C(=Cc2ccccc2OCCOc2ccc([N+](=O)[O-])cc2)C(=O)N1	1%[57.1 µM]	-10%	?	-33%	0%	-81*	-1.1%	2%	-26
46	Cn1c(O)c(C(=Nc2ccccc2)SCc2ccc(Cl)cc2)c(=O)n(C)c1=O	-2%	-7%	-1%	-6%	0%	-4	3.2%	-5%	-11
47	CN1CCCC1c1ccc(=O)[nH]c1 (configuration not stated)	10%[57.1 µM]	2%	-6%	-19%	4%	-10	.	-2%	-1
48	O=C1CN=C(c2ccc(Cl)cc2)c2oc3ccccc3c2N1	-15%	1%	-10%	-10%	1%	-8	-0.7%	-8%	0
49	O=C1C(Br)C2CCC1C2C(=O)O (configuration not stated)	.	-4%	-1%	-5%	9%	-10	.	-3%	-3

Entries above containing a tert-butyl group (2):
no.	Compound	TrxR1 substrate	Vif-APOBEC3F blk	Vif-A3G inh	USP1-UAF1 inh	mIDH1 inhibitor	LDHA inh	RXFP1 agonist	Glioma ERSR ind	PI4K2A inh
5	CC(C)(C)c1ccc(OC(=O)N2CCCCC2)cc1	9%[57.1 µM]	-16%	0%	-17%	9%	1	-0.1%	10%	-4
41	C[C@@H]1C(=O)O[C@@H]2[C@H](O)C34[C@@H]5OC(=O)C3(O[C@H]3OC(=O)[C@H](O)C34[C@H](C(C)(C)C)[C@H]5O)[C@@]12O (some centres not stated)	-1%	-6%	1%	-11%	4%	-10	0.8%	-4%	3

Source: PubChem
